Screens as filed in PubChem BioAssay.
Mcl-1 Bim block: inhibitors of Bim peptide binding to Mcl-1, primary screen, biochemical, bead-based flow cytometry, multiplex | Bim peptide-Mcl-1 binding | inhibition, % at 10 µM | AID 1009, 2008 | Induced myeloid leukemia cell differentiation protein Mcl-1 (Homo sapiens), Q07820 | 190,000 tested, 0.1% active;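 further: 0% = no compound tracer wells and 100% = peptide blocker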
Bcl-B Bim block: inhibitors of Bim-Bcl-B binding, primary screen, biochemical, multiplexed, human Bcl-2 family; Bcl-2-like protein 10 (Homo sapiens), Q9HD36; bead-based flow cytometry, Bim peptide-Bcl-B binding; inhibition, % at 10 µM; 190,000 tested, 0.073% active; AID 951, 2007;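 further: 0% = tracer peptide without compound and 100% = reference inhibitor peptide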
ABCG2 inh: ABCG2 efflux pump inhibitors, primary screen, multiplex with ABCB1, IgMXP3 cells, flow cytometry | Broad substrate specificity ATP-binding cassette transporter ABCG2 (Homo sapiens), Q9UNQ0 | JC-1 efflux | inhibition, % at 6.6 µM | 190,000 tested, 0.1% active;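 active means inhibition above 80%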;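 further: 0% = DMSO and 100% = nicardipine control wells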
Target sequence (Q9UNQ0 whole entry, looked up): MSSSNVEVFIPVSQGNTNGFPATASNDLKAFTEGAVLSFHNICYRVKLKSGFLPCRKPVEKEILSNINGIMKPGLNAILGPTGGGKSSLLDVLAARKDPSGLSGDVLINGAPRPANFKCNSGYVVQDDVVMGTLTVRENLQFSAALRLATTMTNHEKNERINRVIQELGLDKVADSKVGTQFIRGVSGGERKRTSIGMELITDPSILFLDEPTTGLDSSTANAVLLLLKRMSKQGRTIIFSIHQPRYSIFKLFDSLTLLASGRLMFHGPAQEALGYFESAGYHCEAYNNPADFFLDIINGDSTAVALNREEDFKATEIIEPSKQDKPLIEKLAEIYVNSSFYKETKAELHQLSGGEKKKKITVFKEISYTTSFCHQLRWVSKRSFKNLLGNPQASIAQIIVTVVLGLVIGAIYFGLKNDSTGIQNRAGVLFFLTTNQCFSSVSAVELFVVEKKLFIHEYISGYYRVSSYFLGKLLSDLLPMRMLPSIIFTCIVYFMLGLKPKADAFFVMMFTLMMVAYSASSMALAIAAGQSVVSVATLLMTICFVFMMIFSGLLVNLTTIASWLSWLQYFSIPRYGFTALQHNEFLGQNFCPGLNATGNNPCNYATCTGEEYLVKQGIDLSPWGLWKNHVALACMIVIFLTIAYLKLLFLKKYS
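Assay system – ABCG2 IgMXP3 and barcoded ABCB1 CCRF-Adr cell mix · Input – 3 million cells/mL in well · Reagent – JC-1 fluorescent substrate · Compound – single test compound dose, 6.6 µM final · Timing – 10 min exposure at 25 °C with rotation, no wash · Detection – flow cytometry of retained JC-1 fluorescence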
RGS4-Gao reg: modulators of RGS4 binding to Galphao, primary screen, biochemical, multiplexed bead flow cytometry. actives lie on both sides. 220,000 tested, 0.33% active. Guanine nucleotide-binding protein G(o) subunit alpha (Homo sapiens), P09471. AID 1415, 2008. binding response (% of control), % at 10 µM; in the data active means binding response below about 49% or above about 150%; inactive means in between;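 further: fluorescent Galphao activated with aluminum fluoride binding bead-coupled RGS4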
ABCB1 block: ABCB1 efflux pump inhibitors, primary screen, cell-based, multiplex, flow cytometry, ABCG2 counter-screen | ATP-dependent translocase ABCB1 (Homo sapiens), P08183 | CCRF-Adr cells, JC-1 efflux | inhibition, % at 6.6 µM | 190,000 tested, 0.067% active | AID 1326, 2008; in the data active means inhibition above about 40%;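 further: 0% = vehicle and 100% = reference inhibitor; higher value means more JC-1 retained so stronger ABCB1 efflux block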
RGS7-Gao: RGS7-Galphao binding modulators, primary screen, biochemical, multiplexed bead flow cytometry | actives lie on both sides | Guanine nucleotide-binding protein G(o) subunit alpha (Homo sapiens), P09471 | AID 1439, 2008 | 220,000 tested, 0.35% active | binding response (% of control), % at 10 µM; in the data active means binding response below about 49% or above about 150%; inconclusive means no clear call, values can overlap the other calls; inactive means in between;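 further: fluorescent Galphao held in activated GDP-AlF4 state binding bead-coupled RGS7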
Bim-Bfl-1: inhibitors of Bim binding to Bfl-1, primary screen, biochemical, multiplexed, bead-based flow cytometry | AID 1008, 2008 | Bcl-2-related protein A1 (Homo sapiens), Q16548 | 190,000 tested, 0.12% active | Bim-Bfl-1 binding inhibition | inhibition, % at 10 µM;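 further: 0% = wells without compound plus tracer and 100% = blocker peptide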
Bcl-2 Bim block: inhibitors of Bim-Bcl-2 binding, primary screen, biochemical, multiplexed, human Bcl-2 family | Bead-based flow cytometry, Bim peptide-Bcl-2 binding | inhibition, % at 10 µM | 190,000 tested, 0.06% active; in the data active means inhibition above about 40%; inconclusive means no clear call, values can overlap the other calls;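 further: 0% = no compound wells with probe peptide and 100% = reference peptide inhibitor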
Bim-Bcl-XL: inhibitors of Bim-Bcl-XL binding, primary screen, biochemical, multiplexed, bead flow cytometry, human Bcl-XL; inhibition, % at 10 µM; 190,000 tested, 0.04% active; AID 1007, 2008; Bim peptide-Bcl-XL binding, fluorescence
Target sequence (Q07817 whole entry, looked up): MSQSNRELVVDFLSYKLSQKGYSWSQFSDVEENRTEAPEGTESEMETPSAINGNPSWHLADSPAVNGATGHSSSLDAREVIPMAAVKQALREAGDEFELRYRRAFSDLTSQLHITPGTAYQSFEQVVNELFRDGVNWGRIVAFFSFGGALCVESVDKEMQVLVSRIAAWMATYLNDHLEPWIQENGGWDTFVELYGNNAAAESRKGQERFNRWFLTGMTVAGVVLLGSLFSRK
RGS8-Gao reg: RGS8-Galphao binding modulators, primary screen, biochemical, multiplexed bead flow cytometry. 220,000 tested, 0.34% active. actives lie on both sides. Guanine nucleotide-binding protein G(o) subunit alpha (Homo sapiens), P09471. AID 1423, 2008. response (percent of control binding), % at 10 µM; in the data active means response below about 60% or above about 140%; inactive means in between;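 further: Galphao activated as the GDP aluminium fluoride complex binding bead-coupled RGS8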
Bcl-W Bim block: inhibitors of Bim binding to Bcl-W, primary screen, biochemical, multiplexed, bead-based flow cytometry | Bim peptide-Bcl-W binding | inhibition, % at 10 µM | 190,000 tested, 0.02% active | AID 952, 2007;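 further: 0% = bound tracer without compound and 100% = peptide blocker; higher means less fluorescent Bim peptide bound to Bcl-W beads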
Target sequence (Q92843 whole entry, looked up): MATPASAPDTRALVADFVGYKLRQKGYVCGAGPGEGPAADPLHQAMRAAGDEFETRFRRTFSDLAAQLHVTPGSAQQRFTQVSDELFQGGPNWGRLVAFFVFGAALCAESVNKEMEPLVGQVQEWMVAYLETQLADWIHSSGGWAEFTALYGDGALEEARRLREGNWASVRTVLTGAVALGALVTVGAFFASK
* = called active by the depositor; ? = inconclusive; . = not tested or not shown; [ ] = dose if it differs, or a comment. Unless noted, no stated cut-off is given here; in the data, active means inhibition above about 40%.

SMILES	Mcl-1 Bim block	Bcl-B Bim block	ABCG2 inh	RGS4-Gao reg	ABCB1 block	RGS7-Gao	Bim-Bfl-1	Bcl-2 Bim block	Bim-Bcl-XL	RGS8-Gao reg	Bcl-W Bim block
O=C(NCC1CCCO1)C1CCN(S(=O)(=O)c2cccc3nonc23)CC1 (stereo not drawn)	-2	-4	0	99	0.2	102	-1	-1	0	101	-3
O=C(O)CN1C(=O)/C(=C/C=C/c2ccccc2)SC1=S	0	-2	0	106	-0.2	105	-4	3	-3	106	0
Cc1nc2nc(-c3cccnc3)[nH]n2c(=O)c1Cc1ccccc1	-4	-1	1	100	0.3	99	-3	0	-4	102	1
c1nc(NC2CCCCC2)c2[nH]cnc2n1	-1	-3	2	106	0.7	101	-10	-7	5	105	1
CNC(=S)N(Cc1cccs1)Cc1cc2cc(OC)c(OC)cc2[nH]c1=O	1	3	3	100	0.3	105	15	5	6	100	3
COc1ccc(Br)cc1CNc1ccc(O)cc1	-1	-2	4	89	0.3	91	1	3	-8	94	-4
CCC1(N(C(C)=O)c2ccc(OC)cc2)C(=O)c2ccccc2C1=O	1	-4	0	105	0.2	111	-13	-10	3	103	1
CCOC(=O)c1sc(=S)n(-c2cc(OC)ccc2OC)c1N	-12	-46	-1	93	-0.3	126	24	-12	-12	75	-5
CCC(C)[C@H](N)c1nnc(SCC(=O)Nc2cccc(Cl)c2)o1 (stereo partly drawn)	0	-7	13	102	1.5	105	-12	-4	0	102	2
Cc1sc2ncnc(Nc3ccc(N4CCOCC4)cc3)c2c1-c1ccccc1	0	-6	22	100	2.4	95	-8	-10	-5	100	1
O=C(Nc1ccc(Cl)c(Cl)c1)OCc1cccnc1	-10	-11	9	95	1.1	93	-13	-8	-6	97	0
COC(=O)c1cn(NC(=O)c2cccc(OC)c2)c(=O)c2ccccc12	-3	0	2	99	0.8	102	-2	-4	-5	101	0
CCNC(=S)Nc1cc(OCC)c(NC(=O)c2cccs2)cc1OCC	8	2	12	44*	0.7	36*	18	5	11	61	7
CCOC(=O)CSc1nc2c(c(=O)[nH]c(=O)n2C)n1C/C=C(/C)Cl	-1	-2	4	101	0.9	103	0	3	-9	102	-1
COCCNC(=O)Nc1ccc2nc(C)sc2c1	-27	-37	-2	103	-0.5	102	-23	-23	-29	102	-29
CC(/C=C/c1ccccc1)=N\NC(=O)c1ccc(Br)cc1	0	-4	19	99	-0.2	101	-2	-4	-2	101	-2
CCOc1cc(C)c(S(=O)(=O)NC2CCCCC2)cc1C	-3	-2	1	105	0.3	104	-1	1	1	102	-4
C/C(=N\NC(=O)COc1ccc(C)cc1C(C)C)c1ccc(-n2ccnc2)cc1	2	-2	34	97	2.1	92	-1	0	-1	95	0
COc1ccccc1NC(=O)c1ccc(NC(=O)COC(=O)C(C)C)cc1	22	14	4	102	-0.5	103	14	8	9	104	13
COCCN(C(=O)c1ccco1)C(C(=O)NC1CCCC1)c1cccs1 (stereo not drawn)	2	-3	1	101	0.2	100	1	2	-2	98	-2
COc1ccc(C(=O)OCCNC(=O)c2c(Cl)nc3ccccn23)cc1	-1	0	8	94	0.9	96	0	0	-1	99	0
COc1ccccc1NC(=O)C1CCCCC1	1	-3	5	107	0.1	158*[activator]	-5	-8	-1	97	5
CCS(=O)(=O)c1ccc(O)c(NC(=O)COc2ccc(OC)cc2)c1	0	0	8	106	0.1	104	0	1	0	103	-2
O=C(Nc1ccc(F)cc1F)N1CCN(c2ncccn2)CC1	-1	-5	-4	100	-3.1	101	-10	-11	-3	101	0
Cc1cc(NC(=O)c2ccc(Cl)cc2)c(C)cc1O	0	-4	13	95	-0.7	91	2	2	-4	96	0
O=C1c2ccccc2C(=O)c2c1ccc1c(=O)n(C3CCCCC3)[nH]c21	.	.	9	103	1.5	104	.	?	.	105	.
O=C(CSc1ncc(-c2ccc(F)cc2)[nH]1)NCc1ccco1	0	-8	3	100	-0.1	100	-5	-5	-6	99	-1
COc1ccc(S(=O)(=O)N(C)C2CCS(=O)(=O)C2)cc1OC (stereo not drawn)	-4	-9	-1	96	-0.3	95	-10	-5	-3	101	2
CCN(CC)S(=O)(=O)c1cccc(C(=O)Nc2nc3cc4c(cc3s2)OCCO4)c1	-2	-3	0	97	0.1	98	-4	-5	-3	102	-2
CCOc1ccc(N2C(=O)/C(=C/c3ccco3)N(C)C2=S)cc1	-2	-5	-4	99	-0.5	101	4	5	-2	101	0
O=C(Nc1nnc(C(F)(F)F)s1)c1ccc(Br)s1	0	-2	18	98	-0.5	?	-3	0	-1	98	2
CCC(=O)NC(Nc1c(C)n(C)n(-c2ccccc2)c1=O)C(Cl)(Cl)Cl (stereo not drawn)	3	2	4	100	2.1	99	0	3	2	101	4
Cc1nn(CC2CC2)c(=O)n1N(C)c1ncc(C(F)(F)F)cc1Cl	2	0	10	100	1.7	?	-3	0	0	100	1
Cc1c(NC2=NC3(CCCCC3)Cc3ccccc32)c(=O)n(-c2ccccc2)n1C	-4	-5	0	100	0.8	99	-11	-4	0	103	-3
C=CCn1c(=O)[nH]c2cc(C(=O)N3CC=C(c4ccccc4)CC3)ccc2c1=O	0	-9	14	101	0.6	?	-5	-7	-6	98	-4
O=C(Cc1ccccc1)Nc1nnc(SCC(=O)NC2CCCC2)s1	0	-6	3	99	1.1	99	-5	2	0	103	-1

Profiles from above. Order of values: Mcl-1 Bim block, Bcl-B Bim block, ABCG2 inh, RGS4-Gao reg, ABCB1 block, RGS7-Gao, Bim-Bfl-1, Bcl-2 Bim block, Bim-Bcl-XL, RGS8-Gao reg, Bcl-W Bim block
O=C1c2ccccc2C(=O)c2c1ccc1c(=O)n(C3CCCCC3)[nH]c21 is listed with ., ., 9, 103, 1.5, 104, ., ?, ., 105, .
CCC(C)[C@H](N)c1nnc(SCC(=O)Nc2cccc(Cl)c2)o1 (stereo partly drawn) is listed with 0, -7, 13, 102, 1.5, 105, -12, -4, 0, 102, 2

(list continues)
SMILES	Mcl-1 Bim block	Bcl-B Bim block	ABCG2 inh	RGS4-Gao reg	ABCB1 block	RGS7-Gao	Bim-Bfl-1	Bcl-2 Bim block	Bim-Bcl-XL	RGS8-Gao reg	Bcl-W Bim block
O=C1c2cccc3cccc(c23)C(=O)N1c1cccnc1	0	2	0	98	0.0	98	0	1	0	98	-1
COc1ccc(Cl)cc1NC(=O)c1c(-c2ccccc2)noc1C	0	-10	17	100	0.3	99	-16	-8	-4	100	0
CN([C@@H](Cc1ccc(OS(=O)(=O)c2cccc3cnccc23)cc1)C(=O)N1CCN(c2ccccc2)CC1)S(=O)(=O)c1cccc2cnccc12	-1	-3	7	103	6.3	99	-2	0	-5	103	0
Cc1nc(SCc2ccccc2C)n[nH]1	-1	-7	1	104	0.3	104	-10	-7	-10	108	2
CC(C)Cn1c(-c2ccc(C#N)cc2)nc2c1c(=O)[nH]c(=O)n2CC(C)C	-5	-8	66	92	0.9	91	-19	-13	-10	97	-1
COc1ccc(N2CCN(C(CNC(=O)C(=O)NCc3ccncc3)c3ccco3)CC2)cc1 (stereo not drawn)	0	-1	-2	98	-0.5	?	-2	0	-4	98	-3
CCC(C)NCCCCOc1ccc(C)cc1[N+](=O)[O-] (stereo not drawn)	0	-8	1	101	0.3	102	-15	-6	-2	100	4
CCCOc1ccc(C(=O)NCCCn2ccnc2)cc1	-6	-3	4	106	0.8	103	-1	-6	-4	100	-2
CCCCN1CC(C(=O)NC2CCCCC2)CC1=O (stereo not drawn)	0	0	1	103	0.6	99	-1	-1	0	98	0
CCOC(=O)c1cnc2nc(COc3ccccc3)[nH]n2c1=O	-2	-6	1	97	0.3	96	-11	-4	-9	97	0
CCOc1ccc(N=C2NC(=O)S/C2=C\c2ccc(O)cc2)cc1	0	0	3	103	0.4	101	0	0	0	100	0
C=CCN(CC=C)C(=S)NC(=O)Cc1cccc2ccccc12	0	-3	0	100	0.0	99	0	3	-1	100	4
COc1cc2c(cc1OC)CN(c1nc(CN3CCOCC3)nc3sc4c(c13)CCCC4)CC2	-5	-9	15	99	3.0	102	-4	-4	-5	103	-5
Cc1ccc(-n2nnc3c(SCC(=O)NCc4ccco4)ncnc32)cc1	10	-1	0	99	-0.4	99	-1	-1	0	101	5
CN(C)CCn1c(=S)[nH]c2ccc(Cl)cc2c1=O	-1	-9	4	101	0.9	98	-4	-6	-6	103	-1
CC1C2CC(C/C2=N/NC(=O)c2cccs2)C1(C)C (stereo not drawn)	2	-1	13	101	0.2	101	0	0	-1	102	0
O=C1C2C3C=CC(C3=C(c3ccccc3)c3ccccc3)C2C(=O)N1CCO (stereo not drawn)	-8	-7	2	101	0.4	103	-10	-11	-8	100	-6
O=C(N/N=C/c1ccc([N+](=O)[O-])cc1)c1c[nH]c2ccccc12	0	-4	0	88	-0.3	?	-4	0	-5	90	-4
CCCCC(CCC(=O)O)(C(=O)OCC)c1csc(N)n1 (stereo not drawn)	0	0	2	107	0.5	107	0	1	0	105	0
OCCC1CN(Cc2c(F)cccc2Cl)CCN1C1CCCCC1 (stereo not drawn)	-2	-7	0	100	0.2	100	-14	-8	-3	100	-1
CCOC(=O)c1cc(C)n(Cc2cccc(OC)c2OC)c1C	-1	-8	-3	101	-2.2	105	-10	-9	-2	98	0
CC(C(=O)NC1C(=O)N2C(C(=O)O)=C(CSc3nnnn3C)CSC12)n1cc(Br)cn1 (stereo not drawn)	0	-9	-1	94	1.1	96	2	2	-3	101	2
Cc1cc(C(=O)Oc2cccnc2)ccc1[N+](=O)[O-]	-1	-3	18	91	1.6	104	2	3	0	76	-1
Cc1ccc(NC(=O)CNc2ccc(N3CCOCC3)cc2)cc1S(=O)(=O)N(C)C	0	-7	1	102	-0.2	105	-7	-3	-8	105	-3
O=C(Cc1n[nH]c(=O)c2ccccc12)NCc1ccccc1	-1	-6	1	100	0.5	?	-4	0	0	100	1
Nc1nnc(CSCc2ccc(Cl)cc2Cl)s1	-5	-9	0	96	0.7	99	-5	-4	-8	96	-5
CC(O)CNc1nc2c(c(=O)n(C)c(=O)n2C)n1Cc1cccc(C(F)(F)F)c1 (stereo not drawn)	-1	-6	3	103	0.2	100	-8	-6	0	103	3
Cc1onc(-c2ccccc2Cl)c1C(=O)NCCN1CCOCC1	5	1	1	99	0.4	97	-3	-2	-1	100	2
Cc1ccc(C(=O)CSc2nnc(-c3ccccc3)n2-c2ccccc2)o1	.	.	11	105	2.7	106	.	?	.	106	.
O=C(Nc1ccc2c(c1)OCO2)C1CCCN1C(=O)Nc1ccccc1F (stereo not drawn)	1	-6	1	105	0.1	108	-11	-3	2	104	3
